Source: PubChem BioAssay
DAGLB inhibitor = diacylglycerol lipase beta (human) inhibition. Q8NCG7. HEK293T DAGLB membrane lysate, EnzChek fluorogenic substrate. inhibition, % at 5.17 µM. hit rate 0.059% among 340,000. AID 504411; in the data active means inhibition above about 34%;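 further: 0% = enzyme with vehicle and 100% = wells lacking enzyme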
NSD2 inh = blocks human histone methyltransferase NSD2 | O96028 | inhibition, % at 12.5 µM | hit rate 0.54% among 310,000 | NSD2 peptide methylation, AlphaScreen, 120 min; in the data active means inhibition above about 50%
C-LANA FP = blocks KSHV LANA C-terminal domain binding to DNA; MBP-C-LANA/FAM-LBS DNA binding, fluorescence polarization; inhibition, % at 9 µM; hit rate 0.078% among 340,000; AID 504423;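 active means highest replicate inhibition at or above 60% at 9 µM, even if other replicates fall short; inactive means all replicates below 60% inhibition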;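 further: 0% = neutral control wells and 100% = 4 µM acridine orange control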
Arr AP2 block = blocks beta-arrestin peptide binding to AP2 adaptin; inhibition, % at 10 µM; AID 504490; FITC-arrestin peptide / GST-AP2 beads, flow cytometry; AP2 beta2 appendage carries R879A mutation; hit rate 0.31% among 340,000;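 active means inhibition above a set limit, near 3 SD of compounds lacking own fluorescence, cut at about 54% in these data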;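 further: plate controls were DMSO wells for no effect and 5 µM unlabelled arrestin peptide for full effect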
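Material – GST-tagged AP2 beta2-adaptin appendage (R879A) on 4 µm glutathione beads · Probe or stimulus – fluorescein-tagged arrestin peptide at 50 nM final · Timing – 12 min plus 1 h, RT · Detection – bead flow cytometry, FITC channel · Read-out basis – inhibition as reduced fluorescein signal on beads, percent · Medium – PBS plus Tween 20 (0.05%) and BSA (0.1%)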
CAL PDZ FP-1 = blocks peptide binding to human CAL PDZ domain | AID 504414 | Q9HD26 | inhibition, % at 20 µM | purified CAL PDZ, TMR-peptide fluorescence polarization, 1 h | hit rate 0.02% among 330,000;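 active means highest replicate inhibition of at least 40%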;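 further: plate controls were DMSO neutral control wells for no effect and unlabeled competitor peptide control wells for full effect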
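Material – purified CerCALP PDZ construct · Detection – FP readout, S and P plane fluorescence · Measure – percent inhibition from loss of millipolarization · Controls – unlabelled peptide for full inhibition, DMSO wells as neutral · Probe or stimulus – TMR-labelled reporter peptide T*-PRC34 bound in PDZ groove · Times – 1 h at RT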
CAL PDZ FP-2 = blocks peptide binding to the human CAL PDZ domain. Q9HD26. purified CAL PDZ, TMR-peptide fluorescence polarization, 1 h. inhibition, % at 24.9 µM. hit rate 0.92% among 300,000. AID 602252;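 active means mean inhibition of at least 30% with at least half of replicates also reaching 30%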;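 further: 0% = DMSO neutral control and 100% = excess unlabeled competitor peptide PRC23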
V-ATPase pH = regulators of yeast V-ATPase proton transport; response, % at 10 µM; AID 504577; S. cerevisiae, pHLuorin cytosolic pH fluorescence; hit rate 0.37% among 350,000; in the data active means response mostly above about 7.3%, no sharp cut-off; inactive means mostly below about 5.4%; further: actives read high; inactives centre near 0; some compounds called inactive have numbers as strong as hits
DSG3 Ab inh = blocks pemphigus antibody binding to human desmoglein-3; P32926; DSG3-coupled beads, scFv-anti-DSG3-GFP binding, flow cytometry; active compounds read low; binding (percent of control), % at 10 µM; hit rate 0.48% among 310,000; AID 588358;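 active means binding more than 3 SD below its plate's average and above zero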;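 further: hits lower antibody fragment binding to DSG3; some compounds called inactive have numbers as strong as hits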
RTF Ca sens inh = cardiac RTF calcium desensitization | P19429+P45379 | IANBD-labeled cardiac RTF, Ca2+ fluorescence | inhibition, % at 7.15 µM | hit rate 0.12% among 340,000 | AID 493244;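 active means inhibition above the mean inhibition of all tested compounds plus 3 SD, cut at about 17% in these data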;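 further: assay run at fixed EC70 calcium of 1.6 mM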
Keap1 Nrf2 FP = disrupts human Keap1 binding to Nrf2 peptide; Q14145; Keap1 Kelch-Nrf2 peptide fluorescence polarization, 1536-well; inhibition, % at 9.4 µM; hit rate 0.15% among 340,000; in the data active means inhibition above about 12%;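 further: human Keap1 Kelch domain with fluorescein labeled Nrf2 9mer peptide probe; 0% = neutral control wells and 100% = peptide positive control; higher means more block of Keap1 binding to Nrf2 peptide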
Target sequence (Q14145 whole entry, looked up, the tested form may be a part): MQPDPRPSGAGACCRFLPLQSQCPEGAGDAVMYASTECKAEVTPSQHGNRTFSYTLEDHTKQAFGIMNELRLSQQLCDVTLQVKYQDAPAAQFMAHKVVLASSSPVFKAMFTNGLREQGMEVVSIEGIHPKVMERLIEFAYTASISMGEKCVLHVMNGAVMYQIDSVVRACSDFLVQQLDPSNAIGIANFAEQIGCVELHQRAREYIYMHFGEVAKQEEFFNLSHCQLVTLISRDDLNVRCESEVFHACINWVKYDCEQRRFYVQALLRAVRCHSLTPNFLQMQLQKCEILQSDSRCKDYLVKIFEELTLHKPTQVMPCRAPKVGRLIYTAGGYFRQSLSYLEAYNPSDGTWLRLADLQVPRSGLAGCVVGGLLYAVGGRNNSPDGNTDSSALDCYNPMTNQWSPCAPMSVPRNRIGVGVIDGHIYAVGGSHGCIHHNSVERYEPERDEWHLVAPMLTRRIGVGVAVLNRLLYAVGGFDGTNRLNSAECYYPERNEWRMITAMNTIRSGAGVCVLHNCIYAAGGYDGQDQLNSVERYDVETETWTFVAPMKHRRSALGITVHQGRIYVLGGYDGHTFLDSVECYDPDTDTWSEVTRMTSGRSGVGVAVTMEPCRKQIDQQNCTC
Starred values were filed as active, the others as inactive; x = no result given. This is a subset; the hit share may differ from the screen's.

SMILES	DAGLB inhibitor	NSD2 inh	C-LANA FP	Arr AP2 block	CAL PDZ FP-1	CAL PDZ FP-2	V-ATPase pH	DSG3 Ab inh	RTF Ca sens inh	Keap1 Nrf2 FP
CCOC(=O)C1CCN(c2cc3c(cc2NC(=O)c2ccccc2OCC)n(C)c(=O)n3C)CC1	3	11	1.0	10	-0.4	-3	3	100	1	-3
COc1ccc(S(=O)(=O)N2c3ccccc3NC(=O)CC2C)cc1 (stereo not given)	-1	-5	0.3	50	0.7	-2	2	98	-2	-2
CCN(CC)CC(=O)Nc1cccc(S(=O)(=O)N2CCCC2)c1	1	x	-0.4	13	0.5	13	-2	84	-8	5
CCOc1c(N2CCCCC2)c(=O)c1=O	1	-1	-0.8	0	-0.5	6	1	x	0	-1
COc1ccc(-n2c(SCC(N)=O)nnc2-c2cccnc2)cc1	-3	x	-0.5	23	x	0	1	x	-9	0
C/C(CC(=O)NC12CC3CC(CC(C3)C1)C2)=N\NC(=O)c1ccc(F)cc1	-1	-3	-0.2	-5	-1.8	-3	3	113	-13	-3
CN(C)CCNC(=O)C1CC(=O)N(c2ccc(F)c(Cl)c2)C1 (stereo not given)	-3	-1	0.2	20	0.2	-7	4	102	-4	3
Cc1ccc(S(=O)(=O)N(Cc2n[nH]c(=S)n2-c2ccccc2)c2ccccc2)cc1	6	5	1.2	-3	-2.9	-1	-3	98	-10	-2
COc1ccc(C2C(C(=O)c3ccco3)=C(O)C(=O)N2c2nnc(C)s2)cc1 (stereo not given)	-1	-3	5.3	-13	-0.9	5	-3	111	-4	-2
COc1ccc2nc(SCC(=O)N(C)C3CCCCC3)[nH]c2c1	-6	2	1.1	23	-1.8	-3	3	105	0	-2
CC(C)n1cc(CN2CCC(n3nccc3NC(=O)C3CCCC3)CC2)cn1	3	0	-1.2	3	-1.4	1	-3	117	-3	-3
CN1CCN(S(=O)(=O)c2ccc(NC(=S)NC(=O)c3ccccc3)cc2)CC1	-1	4	0.8	16	-3.7	0	-4	98	-3	0
CCC(C)N1CCC2(CC1)N=c1c(c3c4c5c(C)c(O)c3c(O)c1=NC(=O)C(C)=CC=C[C@H](C)[C@H](O)[C@@H](C)[C@@H](O)[C@@H](C)[C@H](OC(C)=O)[C@H](C)[C@@H](OC)C=CO[C@@](C)(O5)C4=O)N2 (stereo not given in full)	17	x	-1.8	5	-0.4	-1	11	110	-5	-7
CC(C)(C)c1ccc(OCCSc2nc3ccccc3n2CC(=O)O)cc1	6	0	-0.4	-5	-0.3	0	2	103	0	-3
O=C(CCc1ccc(S(=O)(=O)N2CCOCC2)cc1)OCC(=O)c1ccccc1F	-1	9	-0.7	-8	-0.8	-2	1	103	6	3
CC(NS(=O)(=O)c1ccc(Cl)cc1)C(=O)OCC(=O)c1ccc[nH]1 (stereo not given)	-1	2	-0.9	1	0.9	0	4	94	-5	-1
CCOc1ccc(NC(=O)CN(C)C(=O)c2ccc3c(c2)C(=O)N(CCC(C)C)C3=O)cc1OCC	0	-2	-0.5	-16	-1.6	-2	4	114	-6	-6
CN1CCN(C(=O)c2cnn3c(C(F)(F)F)cc(-c4cccs4)nc23)CC1	-2	-1	-1.5	-7	-0.7	-3	1	102	3	-1
O=c1c2ccccc2nc2ccc(NCc3ccco3)nn12	-1	3	5.7	25	-3.2	-4	x	96	-21	6
COC(=O)C1CCN(C(=O)C2CC(=O)N(c3ccc(C)c(Cl)c3)C2)CC1 (stereo not given)	0	10	0.0	6	-0.9	x	-2	103	-3	-3
COc1ccc(-n2c(-c3cccc(OC)c3)nc(=S)c3c2CCCC3)cc1	-3	-5	0.3	-1	-2.4	0	-1	107	-10	-8
O=C(CNCc1cccs1)Nc1ccc(OC(F)(F)F)cc1	-3	-2	2.0	23	-1.0	-4	4	105	5	-3
COc1cc(/C=N/N=C2/C(=O)Nc3ccccc32)ccc1O	6	22	-1.8	5	0.1	1	-1	100	0	-4
CCC1CCc2sc(C(=O)NCC(c3ccc(OC)cc3)N3CCCC3)cc2C1 (stereo not given)	0	0	-2.5	9	-0.8	7	0	124	-2	-9
O=C(NN1CCOCC1)c1ccc(Cl)s1	-4	-2	0.1	-9	0.0	1	-3	98	0	-4
COc1ccc(OC)c(NC(=O)c2ccc(OCC(=O)N3CCOCC3)c(OC)c2)c1	-1	10	0.3	-12	-2.2	-3	3	102	-9	2
Cc1[nH]c2ccccc2c1/C=N/NC(=O)c1cccc(F)c1	3	3	0.1	21	-2.3	-2	-2	93	-9	0
COCCn1c(SCC(=O)N2CCCCC2)nc2c(c1=O)SCC2	1	-4	0.0	9	1.0	3	-1	103	-5	-1
CCN1CCN(c2nc3ccccc3nc2C(C#N)S(=O)(=O)c2ccc(C)cc2)CC1 (stereo not given)	-1	6	-0.2	3	-0.1	-1	3	98	-3	1
O=C(CN1CCN(C(=O)C2CCN(C(=O)/C=C/c3ccccc3)CC2)CC1)Nc1ccc(F)cc1	-2	-2	-2.9	22	-1.8	-1	0	108	-5	3
CCN(c1ccccc1)S(=O)(=O)c1ccc(N)c(OC)c1	-1	1	-1.8	4	-1.1	-1	-2	103	2	1
OC(CN1CCCCC1)c1ccc(Br)cc1 (stereo not given)	0	3	-0.6	19	0.5	6	-3	95	-5	-5
O=C(CCNC(=O)c1ccc([N+](=O)[O-])cc1)NNC(=O)c1ccccc1F	-3	-2	-0.9	40	-1.3	-3	-2	104	7	3
Cn1c(N)c(C(=O)COC(=O)CCc2ccccc2)c(=O)n(C)c1=O	-1	0	x	9	-2.1	-4	0	x	-3	x
COC(=O)c1ccc(NC(=O)CN2CCN(c3ccccc3)CC2)cc1	-1	0	-1.3	3	-0.7	-3	0	101	5	-3
O=C(O)c1cccc(S(=O)(=O)Nc2ccccc2Cc2ccccc2)c1	6	-4	0.2	7	0.0	x	-8	x	-6	-4
C[C@H]1C[C@H]2[C@@H]3CCC4=CC(=O)C=C[C@]4(C)[C@@]3(Cl)[C@@H](O)C[C@]2(C)[C@@]1(O)C(=O)CO	0	x	2.1	2	-1.5	-5	1	-13*	4	4
CCOc1ccccc1NC(=O)COc1cccnc1[N+](=O)[O-]	1	-1	0.5	18	-1.1	16	1	115	-17	1
Cc1nnc(SC(C)C(=O)Nc2ccc(S(=O)(=O)N3CCCCC3)cc2)s1 (stereo not given)	-1	-4	-2.2	2	-3.8	-5	-7	99	-3	-1
Cc1ccccc1NC(=S)NCc1ccc2c(c1)cc(C)n2C	3	x	-0.4	0	-0.6	x	0	66*	-10	0
O=C(c1ccc(F)cc1)N1CCOC(c2nc(-c3ccc(F)cc3)no2)C1 (stereo not given)	-3	x	2.0	-1	-1.5	-2	1	x	-3	1
CCOC(=O)C1=C(CS(=O)(=O)c2ccccc2)NC(=O)NC1c1ccccc1OC (stereo not given)	4	1	1.5	-2	-3.5	-7	3	x	3	-7
Cc1ccc(-c2c(C)n([O-])c3c([n+]2=O)CCCCC3)cc1	-2	-1	-1.5	-19	-2.9	0	-1	99	-3	-1
Cc1nc(SCC(=O)Nc2ccccc2C(F)(F)F)c2c(=O)n(C)c(=O)n(C)c2n1	2	-4	-0.5	-2	0.1	-2	5	102	-1	-4
Cc1oc2cc3oc(=O)c(CCC(=O)N(C)CC(=O)O)c(C)c3cc2c1C	0	3	-3.7	10	-1.9	-9	1	113	0	-7
C/C=C/c1ccc(OCc2cc(=O)n3cc(C)ccc3n2)c(OC)c1	0	-2	2.6	-18	-1.3	-3	1	95	-9	3
Cc1c(CC(=O)NCCCC(=O)O)c(=O)oc2cc3oc4c(c3cc12)CCCC4	0	-2	0.9	-14	-2.7	x	-1	102	-1	0
Cc1ccccc1CC1(CO)CCCN(Cc2ccn[nH]2)C1 (stereo not given)	1	-1	0.0	2	-0.3	-5	-4	102	-8	-4
COc1ccc(NC2CCCN(C(=O)c3ccc(C)nc3)C2)cc1 (stereo not given)	1	2	1.9	5	-0.7	0	2	101	-3	-6
Cc1ccc(OCC(=O)N2C(C)CCCC2C)c([N+](=O)[O-])n1 (stereo not given)	1	-1	-1.2	19	-1.3	-2	-1	97	-4	-2

Random excerpt: 4 entries already listed, in no set order.
SMILES	DAGLB inhibitor	NSD2 inh	C-LANA FP	Arr AP2 block	CAL PDZ FP-1	CAL PDZ FP-2	V-ATPase pH	DSG3 Ab inh	RTF Ca sens inh	Keap1 Nrf2 FP
Cc1ccccc1CC1(CO)CCCN(Cc2ccn[nH]2)C1 (stereo not given)	1	-1	0.0	2	-0.3	-5	-4	102	-8	-4
Cc1nc(SCC(=O)Nc2ccccc2C(F)(F)F)c2c(=O)n(C)c(=O)n(C)c2n1	2	-4	-0.5	-2	0.1	-2	5	102	-1	-4
CCOC(=O)C1=C(CS(=O)(=O)c2ccccc2)NC(=O)NC1c1ccccc1OC (stereo not given)	4	1	1.5	-2	-3.5	-7	3	x	3	-7
Cc1ccc(OCC(=O)N2C(C)CCCC2C)c([N+](=O)[O-])n1 (stereo not given)	1	-1	-1.2	19	-1.3	-2	-1	97	-4	-2

Other structures:
SMILES	DAGLB inhibitor	NSD2 inh	C-LANA FP	Arr AP2 block	CAL PDZ FP-1	CAL PDZ FP-2	V-ATPase pH	DSG3 Ab inh	RTF Ca sens inh	Keap1 Nrf2 FP
O=C(OCC(=O)N1CCOCC1)c1ccccc1OCc1ccc(Cl)cc1	-4	-2	2.5	3	-1.3	-6	-2	126	0	7
COC(=O)C1=NNC2(c3ccc(C)cc3)C(=O)N(c3cccc(C)c3C)C(=O)C12 (stereo not given)	0	0	1.1	32	-3.7	-1	2	124	-7	0
Cc1ccc(-c2csc(N=C(N)N)n2)c(C)c1	x	3	x	5	x	x	-2	108	x	x
CN1CCCN(C(=O)CC2(CC(=O)O)CCCC2)CC1	0	-2	-1.4	43	-0.3	10	1	101	-9	-1
COc1ccc(N2CCN(CCNC(=O)c3ccc4c(c3)[nH]c(=S)n3c5ccccc5nc43)CC2)cc1	1	-3	-0.7	-3	-1.6	6	-3	x	-5	0
CC(=O)Nc1cccc(C(=O)OCC(=O)N(c2ccccc2)C2CCS(=O)(=O)C2)c1 (stereo not given)	2	0	-0.4	12	-2.8	0	-3	99	3	-4
CCN1/C(=C/c2ccc3cc(C)ccc3[n+]2C)Sc2ccc3sccc3c21	2	7	-4.6	78*	-0.5	-2	4	3.0*	-25	-3
Cc1nc2c(sc(=S)n2Cc2ccco2)c(=O)n1CC(=O)Nc1ccccc1	0	-1	2.5	-1	-1.1	-3	-1	94	-5	-6
Cc1ccccc1Cn1c(=O)c2c(nc3n2CCN3Cc2ccco2)n(C)c1=O	0	-11	3.2	-2	-1.4	-4	-3	92	2	2
CCN(CC)S(=O)(=O)c1cc(NC(=O)CNc2cccc(S(=O)(=O)N3CCOCC3)c2)ccc1C	-5	-3	0.0	2	-2.3	-4	-1	96	-4	-1
Cc1ccc(NC(=S)NCc2ccccc2Cl)c(C)c1	-4	-1	-1.3	-8	-2.2	-2	1	96	4	-4
COc1cccc(CNC(=O)CSc2ccc(-c3ccco3)nn2)c1	0	-3	1.3	37	0.0	4	4	109	9	0
